# Assay outcomes: PubChem BioAssay, The Scripps Research Institute Molecular Screening Center
# PAFAH1B2 inh = PAFAH1B2 enzyme inhibitors, primary screen, biochemical, fluorescence polarization, human. inhibition, % at 3.39 µM. recombinant PAFAH1B2, FP-rhodamine activity probe. Platelet-activating factor acetylhydrolase IB subunit alpha2 (Homo sapiens), P68402. 1.2% of 340,000 active;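 active = inhibition above the mean of all tested compounds plus 3 SD, cut at about 24% in these data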;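 also: 0% = enzyme with DMSO and 100% = wells lacking PAFAH1B2; many of its hits are not listed in these tables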
# Fam108B inh = mouse Fam108B serine hydrolase inhibitors, primary screen, counter-screen for RBBP9 inhibitor project, biochemical, fluorescence polarization; recombinant Fam108B, FP-Rh probe fluorescence polarization; inhibition, % at 9.51 µM; 0.33% of 300,000 active;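 active = inhibition above the screen mean inhibition plus 3 SD, computed separately per campaign, cut at about 18% in these data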;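 also: inhibitors lower polarization as less probe binds the enzyme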
# PAD4 inh = human PAD4 inhibitors, primary screen, biochemical, fluorescence polarization, 1536-well format; recombinant PAD4, RCA probe fluorescence polarization; inhibition, % at 6.36 µM; 0.41% of 330,000 active; AID 485272, 2010;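 active = percent inhibition above a cutoff equal to the mean of all tested compounds plus 3 SD, cut at about 15% in these data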;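 also: 0% = PAD4 with RCA probe and DMSO and 100% = probe without PAD4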
# PAFAH2 FP inh = PAFAH2 enzyme inhibitors, primary screen, biochemical, fluorescence polarization, human. Platelet-activating factor acetylhydrolase 2, cytoplasmic (Homo sapiens), Q99487. recombinant PAFAH2, FP-rhodamine activity probe. inhibition, % at 3.39 µM. 0.99% of 340,000 active. AID 492956, 2010;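 active = inhibition above the mean over all tested compounds plus 3 SD, cut at about 30% in these data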;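 also: inhibitors block probe labeling of enzyme so polarization drops; 0% = enzyme with DMSO and 100% = wells lacking PAFAH2 protein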
# PME-1 inh = PME-1 inhibitors via competitive probe labeling, primary screen, biochemical, fluorescence polarization, FP-Rh probe, HTS; Protein phosphatase methylesterase 1 (Homo sapiens), Q9Y570; recombinant PME-1; inhibition, % at 5.9 µM; 0.53% of 320,000 active; AID 2130, 2009;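 active = inhibition above the campaign mean of all compounds plus 3 SD, cut at about 26% in these data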;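 also: competitive labeling of PME-1 active site by serine hydrolase directed probe; 0% = PME-1 with DMSO and 100% = wells lacking PME-1 enzyme; inhibitors block probe labeling so polarization falls and inhibition rises; many of its hits are not listed in these tables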
# Target sequence (Q9Y570 whole entry, looked up): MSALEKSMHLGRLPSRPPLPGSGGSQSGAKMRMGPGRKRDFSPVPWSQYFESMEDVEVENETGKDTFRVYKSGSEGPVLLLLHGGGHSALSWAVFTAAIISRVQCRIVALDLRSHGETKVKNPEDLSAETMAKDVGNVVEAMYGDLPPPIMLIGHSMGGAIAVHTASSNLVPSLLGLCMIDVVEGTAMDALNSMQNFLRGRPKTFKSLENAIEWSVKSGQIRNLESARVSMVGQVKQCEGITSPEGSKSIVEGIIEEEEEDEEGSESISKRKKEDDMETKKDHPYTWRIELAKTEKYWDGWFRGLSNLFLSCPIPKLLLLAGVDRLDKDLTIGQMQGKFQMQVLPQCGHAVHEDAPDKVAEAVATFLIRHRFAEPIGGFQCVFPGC
# PAFAH1B3 inh = PAFAH1B3 enzyme inhibitors, primary screen, biochemical, fluorescence polarization, human | AID 492972, 2010 | inhibition, % at 3.39 µM | 0.28% of 340,000 active | recombinant PAFAH1B3, FP-rhodamine probe;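 active = inhibition above the screen-wide average of all tested compounds plus 3 SD, cut at about 25% in these data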;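 also: 0% = enzyme with DMSO only and 100% = wells lacking PAFAH1B3 protein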
# pPAFAH FP inh = pPAFAH enzyme inhibitors, primary screen, biochemical, fluorescence polarization, human; Platelet-activating factor acetylhydrolase (Homo sapiens), Q13093; recombinant pPAFAH, FP-rhodamine probe fluorescence polarization; inhibition, % at 3.39 µM; 1.5% of 330,000 active; AID 463082, 2010;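 active = inhibition above the mean inhibition across the screen plus 3 SD, cut at about 25% in these data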;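 also: inhibitors block binding of the rhodamine activity-based probe so polarization drops; 0% = enzyme with DMSO and 100% = wells lacking pPAFAH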
# Target sequence (Q13093 whole entry, looked up): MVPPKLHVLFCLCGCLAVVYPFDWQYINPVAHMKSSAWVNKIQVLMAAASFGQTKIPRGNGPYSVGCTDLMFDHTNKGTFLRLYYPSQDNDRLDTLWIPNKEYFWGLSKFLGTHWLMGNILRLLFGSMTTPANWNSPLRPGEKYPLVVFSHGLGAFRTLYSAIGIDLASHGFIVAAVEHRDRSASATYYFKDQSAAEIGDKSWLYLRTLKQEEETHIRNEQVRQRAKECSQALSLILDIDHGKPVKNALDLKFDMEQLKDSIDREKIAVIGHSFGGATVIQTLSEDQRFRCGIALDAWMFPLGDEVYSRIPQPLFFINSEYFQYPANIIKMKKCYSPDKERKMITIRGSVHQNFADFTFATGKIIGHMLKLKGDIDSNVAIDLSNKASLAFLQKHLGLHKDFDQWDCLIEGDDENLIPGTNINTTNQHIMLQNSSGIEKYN
# GSTO1 inh = inhibitors of recombinant GSTO1, primary screen, counter-screen for RBBP9 inhibitor project, biochemical, fluorescence polarization. Glutathione S-transferase omega-1 (Homo sapiens), P78417. activity-based probe fluorescence polarization. inhibition, % at 5.96 µM. 1.1% of 300,000 active;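 active = inhibition above the campaign mean inhibition plus 3 SD, cut at about 35% in these data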;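 also: 0% = GSTO1-1 with DMSO and 100% = wells lacking GSTO1-1 enzyme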
# LYPLA1 counter = LYPLA1 inhibitors, primary screen, counter-screen for PME1 inhibitor project, biochemical, fluorescence polarization, FP-Rh probe ABPP; Acyl-protein thioesterase 1 (Homo sapiens), O75608; recombinant LYPLA1; inhibition, % at 5.9 µM; 0.16% of 320,000 active; AID 2174, 2009;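 active = inhibition above the mean of all tested compounds plus 3 SD, set per campaign, cut at about 14% in these data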;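 also: inhibitors block serine hydrolase probe labeling of LYPLA1 so polarization falls; 0% = enzyme with DMSO and 100% = wells lacking LYPLA1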
# Target sequence (O75608 whole entry, looked up): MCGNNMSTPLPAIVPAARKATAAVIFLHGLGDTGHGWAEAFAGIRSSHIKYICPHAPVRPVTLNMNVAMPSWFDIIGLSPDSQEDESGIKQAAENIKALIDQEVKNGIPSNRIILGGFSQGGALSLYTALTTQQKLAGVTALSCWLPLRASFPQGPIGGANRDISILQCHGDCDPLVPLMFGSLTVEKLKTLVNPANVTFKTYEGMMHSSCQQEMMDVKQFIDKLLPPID
# * = called active by the depositor; . = not tested or not shown. Not all compounds are listed, so the mix of outcomes need not match the whole.
molecule,PAFAH1B2 inh,Fam108B inh,PAD4 inh,PAFAH2 FP inh,PME-1 inh,PAFAH1B3 inh,pPAFAH FP inh,GSTO1 inh,LYPLA1 counter
c1ccc(CCCCN2C(Nc3ccccc3)=NC[C@@H]2Cc2ccccc2)cc1,0.2,3.1,3.2,0.6,-2.8,0.9,0.5,5.4,-0.5
O=C(Cn1c(=O)sc2ccccc21)Nc1ccc2c(c1)OCCO2,3.2,1.6,-1.0,16.0,-0.4,12.0,2.2,-7.0,-3.1
CN(Cc1ccccc1)C(=O)CC(=O)N(C)Cc1ccccc1,6.4,-2.0,1.5,-6.8,-4.6,1.9,5.2,-0.9,-0.1
CCn1c(C(C)NC(=O)c2ccc(C)cc2)n[nH]c1=S (stereo not drawn),1.2,-1.0,-0.5,-1.5,8.0,2.6,-3.0,5.9,-0.8
Cc1cc2nc3c(=O)n(CCc4ccccc4)c(=O)[nH]c3nc2cc1N,8.8,8.9,0.6,26.1,54.1*,12.2,55.9*,36.7*,-3.4
Cc1ccc(NC(=O)CN2C(=O)C(=O)N(C3CCCC3)C2=O)cc1Cl,7.5,.,-0.3,3.1,-6.3,3.2,-4.2,.,-2.9
O=C(NCc1ccccc1)c1ccc2ccccc2n1,1.3,1.5,0.2,0.1,3.8,3.6,6.4,3.3,-1.7
O=C(NCc1ccccc1)C(c1ccco1)N(C(=O)c1ccccn1)c1ccccc1 (stereo not drawn),2.3,-2.2,0.1,12.9,-3.0,5.2,1.2,10.5,1.0
Cc1ccc(C(=O)NCCCN2CCN(CCCNC(=O)c3ccc(C)cc3)CC2)cc1,0.7,0.1,-3.0,-6.7,-8.0,4.2,4.6,-3.9,-2.3
C/C=C(\C)C(=O)NCCN1C2=NC[C@H](C)N2C[C@@H]1Cc1ccc(OC)cc1,1.2,1.3,-2.0,-1.1,-5.5,4.4,6.4,-0.2,1.9
Cc1c(C(=O)OC2CCCC2C)[nH]c2c1C(=O)CCC2 (stereo not drawn),0.4,-1.2,-3.1,59.1*,1.2,7.5,4.1,3.4,-0.9
CC(=O)c1cccc(NC(=O)C2=CN3CCS(=O)(=O)N=C3C=C2)c1,0.3,.,-1.3,-1.3,1.6,2.5,2.1,.,-2.8
O=C(Nc1ncc(Cc2ccccc2)s1)C1CCCO1 (stereo not drawn),2.1,-1.2,-1.8,-1.6,4.2,1.9,0.7,5.5,1.2
C=CCOc1c(Br)cc(/C=N/NC(=O)Cc2ccc(C(F)(F)F)cc2[N+](=O)[O-])cc1OC,1.0,0.7,-2.9,-1.0,9.8,2.3,3.0,4.1,-3.1
Cc1cccc(C(=O)N2CCC(=O)N(C(COCc3ccc(Cl)cc3)Cc3ccccc3)CC2)c1 (stereo not drawn),6.2,-3.9,-0.3,1.3,15.4,-1.1,5.0,3.7,1.6
C/C(CC(=O)NC(C)(C)C)=N\NC(=O)COc1ccc(C)cc1Br,3.4,-1.6,-1.9,4.1,-1.9,0.5,3.6,-2.3,-4.5
COc1ccc(-c2cn(CCN)c(-c3ccncc3)n2)cc1,-1.6,0.1,-2.9,-5.8,9.4,-6.1,2.5,-0.5,5.5
CCn1c(=O)cc(OCC(=O)NCCc2ccc(OC)c(OC)c2)c2ccccc21,2.6,1.7,-0.2,-1.9,1.8,1.8,3.8,-1.0,0.9
Fc1ccccc1CNc1cc(Cl)cc(Cl)c1,-3.1,0.8,1.4,6.6,-3.6,-0.7,1.2,1.4,-8.0
Cc1ccc(CCNC(=O)C2CCC(=O)N2Cc2ccc(F)cc2)cc1 (stereo not drawn),15.0,7.1,5.0,-5.0,0.8,2.8,0.3,-0.7,-2.1
O=C1CN(C(=O)COC(=O)CCC(=O)c2ccc3c(c2)OCCO3)c2ccccc2N1,4.9,-4.2,4.1,-8.8,6.9,5.6,1.0,7.6,-4.0
CC/C(=N\NC(=O)c1ccc(Br)cc1)c1ccccc1,-1.2,-1.2,-0.1,23.7,0.6,4.5,1.7,-1.6,-3.2
CCOC(=O)c1[nH]c(C)c(/C(O)=C2\C(=O)C(=O)N(CCN(C)C)C2c2ccncc2)c1C (stereo not drawn),0.3,-0.6,-2.8,2.2,0.1,7.3,0.0,-6.9,0.2
O=c1c2c3c(sc2nc2n1CCCCC2)CCCCC3,1.1,-1.4,-6.1,3.0,5.1,4.1,8.0,-1.4,0.1
O=C(Oc1ccccc1C(=O)N1CCOCC1)c1ccc(F)cc1,-0.6,-1.2,4.1,-0.2,-0.6,2.7,-2.2,1.3,1.4
O=C(CSc1nc2ncc(Br)cc2[nH]1)c1ccc([N+](=O)[O-])cc1,2.8,4.6,-6.0,-0.8,8.3,6.8,0.9,13.5,0.4
CC(C)=CCN1CCN(Cc2cc(F)ccc2-n2nc(C)cc2C)CC1CCO (stereo not drawn),-4.5,-2.1,-2.4,-4.6,-1.5,-3.3,2.5,-4.4,-2.0
COc1ccc(NC(=O)COC(=O)CC2CC3CCC2C3)c([N+](=O)[O-])c1 (stereo not drawn),7.3,3.4,-0.5,53.9*,8.5,3.2,32.6*,1.3,1.0
CNC(=O)/C(=C\c1ccco1)NC(=O)c1ccco1,3.5,-1.6,1.2,2.2,-0.3,3.4,2.2,4.1,2.3
Cn1cc(-c2nnnn2-c2ccccc2)c(=O)c2ccccc21,-0.3,0.1,-0.6,-8.9,0.5,4.2,-10.4,-3.0,-3.4
COc1ccccc1CCNC(=O)CN1C(=O)NC2(CCCC2)C1=O,2.6,-1.4,1.9,2.1,2.4,7.1,3.5,-8.1,-0.1
CC(C)(C)NC(=O)NC(=O)COC(=O)C1(C)CC1(Cl)Cl (stereo not drawn),2.3,3.5,-0.9,-7.4,7.4,-6.9,4.7,4.7,-2.0
COc1ccc(-c2nnnn2C)cc1S(=O)(=O)Nc1ccc(C)cc1C,2.8,-1.1,-3.6,-3.2,6.2,5.4,6.9,-0.6,-0.1
Cc1nc(CNS(=O)(=O)c2ccc3c(c2)CCCC3)cs1,3.9,0.9,-0.5,4.7,-3.9,-2.1,2.6,5.8,-5.3
C=CCn1c(SCC(=O)Nc2ccc(C)cc2C)nnc1-c1cccnc1,0.5,-2.9,4.9,-0.1,-0.7,4.2,-1.6,4.2,2.4
O=C1C2CCCCN2C(=O)N1CCCCN1CCN(c2cccc(Br)c2)CC1 (stereo not drawn),-0.9,-1.0,-5.3,-1.9,-2.6,6.5,28.2*,4.2,1.4
CCCCC(=O)NC(NC(=O)CCCC)c1ccc(OCC(C)C)c(OC)c1,-6.1,-0.7,0.1,-3.5,-0.7,-8.0,2.0,-2.3,1.0
Cc1ccc(-c2nnc(SCC(=O)Nc3sc(C)c(C)c3C#N)n2C)cc1,-2.6,-11.4,-5.6,-5.7,1.5,0.0,0.6,4.7,5.0
NC(=O)N/N=C/c1cccc(OCc2ccc(F)cc2)c1,3.8,2.0,2.8,4.0,1.7,3.0,-0.2,2.0,1.8
N=c1oc2ccc([N+](=O)[O-])cc2cc1C(=O)NCc1ccccc1,7.8,1.5,-2.2,13.7,0.9,3.1,13.1,2.8,2.3
CCCCN1C(=O)C(=Nc2cccc3cnccc23)c2ccccc21,6.8,0.6,-1.8,5.6,3.3,10.1,4.5,2.3,6.3
COc1ccc(CN2CC(C(=O)NCc3cccc(OC)c3)CC2=O)cc1 (stereo not drawn),0.6,-3.0,3.6,7.0,-12.0,-5.8,-1.5,10.8,2.6
O=C(Nc1nc2ccccc2c(=O)s1)c1ccc(F)cc1Cl,5.9,-2.6,-3.8,-4.5,-3.3,3.6,-4.3,6.6,-3.0
O=C(NNc1nc2c(F)cc(F)cc2s1)c1ccccc1,8.7,-0.1,0.5,5.2,4.1,10.0,1.8,-7.7,-0.9
Cc1ccc(NC(=O)C(=S)NCc2ccco2)cc1,0.8,-2.1,-3.5,-10.8,5.7,3.2,3.6,7.6,-0.6
Cc1cc(C)n2nc(C(=O)N3CCCC(Nc4ccc(F)c(F)c4)C3)cc2n1 (stereo not drawn),2.8,0.6,-0.1,4.1,3.9,-2.7,1.0,1.8,3.4
CCOC(=O)N1CCN(S(=O)(=O)CCNC(=O)c2cccc(OC)c2)CC1,-2.7,1.7,-2.7,7.0,4.5,-2.7,-0.7,-9.7,2.2
CCOC(=O)CC(=O)CSc1nccc(-c2cccnc2)n1,3.7,5.3,0.9,-1.8,-1.3,6.4,3.3,-1.1,-0.2
COc1cccc(C2C3=C(N=c4s/c(=C\c5ccc(OCC(=O)O)cc5)c(=O)n42)c2ccccc2CC3)c1 (stereo not drawn),.,-31.8,-0.9,.,-24.3,.,3.6,-24.9,-17.6
CCOc1ncccc1C(=O)NNC(=O)c1csc(N2CCOCC2)n1,2.8,1.8,0.5,10.4,-3.2,6.2,-4.9,3.5,-0.8
CN(CCNS(=O)(=O)c1ccc2c(c1)oc(=O)n2C)Cc1ccccc1,-0.6,-0.8,-4.0,4.4,-0.7,4.6,6.1,27.5,0.4
Cc1cccc(NC(=S)N=Nc2c(O)n(CN3CCOCC3)c3ccccc23)c1C,0.1,-0.7,3.8,8.5,3.2,8.8,6.8,-6.2,2.7
Cc1cc2cc(CNC(=O)NC3CCCCC3)ccc2[nH]1,-0.3,4.9,-7.5,2.3,5.2,-2.3,9.3,0.5,3.0
CN(C(=O)COC(=O)c1ccc(F)c(S(=O)(=O)N2CCOCC2)c1)C1CCS(=O)(=O)C1 (stereo not drawn),3.0,0.9,-2.1,1.4,-5.3,4.5,-1.0,-6.2,-1.7
N#CCCN1CCN(C(=S)c2ccc(-c3cc(Cl)ccc3Cl)o2)CC1,6.2,-0.5,0.5,8.2,11.2,-0.8,7.5,1.2,-2.6
CCCn1nc(NS(=O)(=O)c2ccccc2[N+](=O)[O-])c2cc3ccccc3nc21,0.9,0.9,-2.9,-2.1,20.4,7.4,13.5,-5.3,-4.8
CSc1nnc(-c2cccs2)n1-c1ccccc1,5.8,-0.7,-2.9,1.1,4.2,2.4,-3.4,4.2,-1.4
Cc1ccc(C)c(C(=O)NC(C)CCc2ccccc2)c1 (stereo not drawn),5.5,-1.9,-3.9,-2.0,-7.8,-9.8,0.6,2.2,-1.2
N=C1C(c2ccccc2)=C(O)CN1CCO,-1.5,0.5,2.9,1.6,-1.1,1.5,1.0,-0.2,-1.9
